FEN1 inh: human FEN1 inhibition. P39748. Recombinant FEN1 flap cleavage, fluorescence, 15 min. Potency, µM (top dose mostly 114 µM), without a hit: at the highest dose activity change, negative = inhibition, most hits filed as inhibitors. hit rate 0.35% among 390,000; also: nearly all actives have a fitted effect of over 65% in size
Target sequence (P39748 whole entry, looked up): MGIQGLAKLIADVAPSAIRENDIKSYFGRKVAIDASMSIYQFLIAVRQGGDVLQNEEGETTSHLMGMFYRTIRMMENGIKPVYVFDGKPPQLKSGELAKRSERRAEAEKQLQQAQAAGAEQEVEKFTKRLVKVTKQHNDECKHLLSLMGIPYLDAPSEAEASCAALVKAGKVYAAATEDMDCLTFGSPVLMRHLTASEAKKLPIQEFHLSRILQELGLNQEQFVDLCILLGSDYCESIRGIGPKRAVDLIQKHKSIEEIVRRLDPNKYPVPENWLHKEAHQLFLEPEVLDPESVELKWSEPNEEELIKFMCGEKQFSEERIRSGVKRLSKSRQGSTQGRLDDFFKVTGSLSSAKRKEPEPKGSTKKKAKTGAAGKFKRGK
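FEN1 at 10 nM preincubated with compounds 15 min at room temperature, then flap DNA substrate added at 50 nM final. Signal read at 0 and 15 min; concentration-response fitted with four-parameter Hill equation.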
N370S GC mod: inhibits or activates N370S mutant glucocerebrosidase; N370S GC spleen homogenate, 4MU-glucoside fluorescence; Potency, µM (highest dose often 59.4 µM), without a hit: top-dose activity change, negative = inhibition, most hits filed as inhibitors; hit rate 0.092% among 330,000;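 also: 0% = full enzyme activity and -100% = no enzyme basal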
KAT2A inh: GCN5L2 (KAT2A) acetyltransferase inhibition. AID 504327. hit rate 0.21% among 390,000. Potency, µM (top dose mostly 58.9 µM), without a hit: top-dose activity change, negative = inhibition, actives largely listed as inhibitors. Q92830. GCN5L2 HAT assay, ThioGlo1 CoA-SH fluorescence
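Fluorescence readout, Ex340nm/Em540nm: ThioGlo1 (50uM final) reacts with free CoA thiol released as 20nM GCN5L2 acetylates H3(1-25) peptide (75uM) using acetyl-CoA (70uM). Compound and enzyme sat 15 min beforehand; 20 min room-temperature reaction.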
* = called active by the depositor; u = inconclusive; x = no result given; & = joins results of further samples; [ ] = dose if it differs, or a comment. Calls follow the shape of the dose curve; as a rule, active = well fitted curve in the direction sought with a large enough effect; inconclusive = small, poorly fitted or top-dose-only effect, or another doubt; inactive = no such curve, though single readings can be large; an effect the other way counts as inactive or inconclusive. Unless noted, % is scaled to controls: 0 for no effect and ±100 for the full control effect; potency is read from the fitted curve at half-maximal effect.

N370S GC mod	KAT2A inh	FEN1 inh	molecule
-6%	-3%	11%&-10%	CCCCCc1ccc(-c2cn(CN3C(=O)c4ccccc4C3=O)nn2)cc1
-16%	-21%	-7%	COc1cc(C(=O)NCCC(=O)NC2CCCc3ccccc32)cc(OC)c1OC (stereo not drawn)
x	-6%	20%	CC1=C(C(=O)Nc2ccccc2C)C(c2ccco2)n2ncnc2N1 (stereo not drawn)
-3%	0%	-2%	Fc1ccc(CN2CCSCC2)cc1Br
x	-12%	17%	CC1CCCN(S(=O)(=O)c2ccc(NC(=O)C3CCN(C(=O)C(C)(C)C)CC3)cc2)C1 (stereo not drawn)
x	-7%	7%	CS(=O)(=O)c1ccc(C(=O)CN2C(=O)NC3(CCCc4ccccc43)C2=O)cc1 (stereo not drawn)
-2%	-1%	-3%	CC(C)c1ccc(-n2c(-c3ccccc3)c[n+]3c2CCc2ccccc2-3)cc1
21%	-11%	3%	Cn1c(=O)c2c(nc(NCCOc3ccc(F)cc3)n2C)n(C)c1=O
-5%	-10%	26%	CCn1cc(CN2CCN(CCC(C)C)C(CCO)C2)c2ccccc21 (stereo not drawn)
2%	0%	-8%	COC(=O)c1sccc1NC(=O)C1C2C=CC(C2)C1C(=O)O (stereo not drawn)
2%	-13%	1%	COc1ccc(Cc2nnc(CCc3ccccc3)s2)cc1
-4%	-5%&-19%	-6%&-9%	Cc1nc2scc(C)n2c(=O)c1S(=O)(=O)N1CCN(c2cccc(C(F)(F)F)c2)CC1
-2%	-6%	-12%	O=C(CSc1nnc(-c2ccc(F)cc2)o1)NC1CCCC1
-4%	-2%	0%	CC1CCCCC1NC(=O)CN1C(=O)NC(C)(c2ccc(OC(F)F)cc2)C1=O (stereo not drawn)
10%	-7%	-16%	O=C(Cc1sc(Nc2ccccc2)nc1-c1ccccc1)NCc1ccccc1
x	-2%	-3%	COc1ccccc1CNC(=O)CN1C(=O)NC(Cc2ccccc2)(c2ccccc2)C1=O (stereo not drawn)
4%	-18%	-2%	Cc1cccc(C)c1-n1c(C)cc(/C=C2\C(=O)NN(c3ccccc3)C2=O)c1C
-7%	-3%	-1%	S=C(NCc1cccnc1)Nc1cccc(Cl)c1
14%	-5%	-5%	O=C(CCc1ccc(S(=O)(=O)NC2CCCCC2)cc1)NCc1ccccc1
x	-4%	0%	CC(C)NC(=O)Cn1c(=O)nc(-c2ccccc2F)c2cc(Cl)ccc21

Later entries.
N370S GC mod	KAT2A inh	FEN1 inh	molecule
-7%	-2%	-2%	COc1cccc(NC(=O)C2CCN(S(=O)(=O)c3ccc4c(c3)C(C)(C)C(=O)N4C)CC2)c1
1%	2%	-1%	Cc1ccc(S(=O)(=O)N2CCC(C(=O)OCC(=O)N3CCCC(C)C3)CC2)cc1C (stereo not drawn)
-3%	-4%	-5%	O=C(Nc1ccc2snnc2c1)N1CCCCC1
x	-10%	-1%	Cc1cc(C(=O)Nc2cccc(C(F)(F)F)c2)c2c(C)nn(-c3cccc(F)c3)c2n1
u	0%	-4%	CCN(CC)S(=O)(=O)c1ccc(N2CCOCC2)c(NC(=O)c2ccccc2)c1
11%	-5%	7%	COC(=O)c1ccc(CSc2nc3c(cnn3-c3ccc(C)cc3)c(=O)[nH]2)o1
x	u	2%	Cc1c(-c2ccc(Cl)cc2)c(=O)oc2c(CN3CCOCC3)c(O)ccc12
-13%	-5%	7%	CCSc1nc(N)c(NC(=O)c2ccc(Br)o2)c(=O)[nH]1
x	-7%	-15%	CN(C)C(=O)CCc1ccc2c3c([nH]c2c1)[C@]1(CCC2CCCC2)[C@@H](C(=O)N2CCOCC2)C[C@H](CC(=O)NC(C)(C)C)C(=O)N1CC3
x	1%	-7%	CCc1ccc(NS(=O)(=O)c2ccc3[nH]cc(C(=O)NCCc4ccccc4)c(=O)c3c2)cc1
x	2%	-3%	CCOc1ccc(NC(=O)Cn2cc(C(=O)c3ccccc3)c(=O)c3cc4c(cc32)OCCO4)cc1
5%	-8%	-2%	Cn1c(CNC(=O)C(C)(C)C)nc2ccccc21
-5%	-5%	-11%	COc1ccc(C(=O)C2CCCN(Cc3cccc4c3OCO4)C2)cc1OC (stereo not drawn)
-7%	-5%	-2%	Cc1onc(-c2ccccc2)c1C(=O)Nc1ccc(Br)cc1Cl
2%	7%	-16%	CCn1c(CC(=O)Nc2ccc(C)c(Cl)c2)nnc1SCC(=O)Nc1nc(C)cs1
-6%	-5%	3%	CNc1nc(CC(C)=O)ns1
-15%	-19%	-26%	CCN(CC)CCCC(C)NC(=O)c1c(NC(=O)c2ccccc2)sc2c1CCCC2 (stereo not drawn)
27%	-11%	7%	CCCc1nc2oc3ccccc3c(=O)c2c(=O)n1CCCOC
-5%	-3%	0%	Nc1nc(SCC(=O)Nc2ccc3c(c2)CCC3)n[nH]1
1%	-4%	x	O=C(CSc1nc(C2CC2)nc2ccccc12)NCc1ccc2c(c1)OCO2

Single values from the results shown:
KAT2A inh result of Nc1nc(SCC(=O)Nc2ccc3c(c2)CCC3)n[nH]1 → -3%
FEN1 inh result of CCOc1ccc(NC(=O)Cn2cc(C(=O)c3ccccc3)c(=O)c3cc4c(cc32)OCCO4)cc1 → -3%
FEN1 inh result of O=C(Nc1ccc2snnc2c1)N1CCCCC1 → -5%

(continued)
N370S GC mod	KAT2A inh	FEN1 inh	molecule
6%	-19%	-1%	Oc1c(Br)cc(Br)cc1C=NCc1ccc(F)cc1
-3%	1%	-2%	CC1CCCN(S(=O)(=O)c2cc3c4c(c2)C(C)C(=O)N4CCC3)C1 (stereo not drawn)
x	-17%	-2%	CCOC(=O)C1CCN(c2nc3c(S(=O)(=O)c4ccc(CC)cc4)nnn3c3ccc(Cl)cc23)CC1
7%	2%	-6%	CCOC(=O)Nc1ccc2c(CN3C(=O)NC(CC)(CC)C3=O)cc(=O)oc2c1
2%	-4%	6%	COc1ccc2nc(C)cc(N3CC(C)OC(C)C3)c2c1 (stereo not drawn)
x	1%	-7%	CCOC(=O)c1sc(N)c(C#N)c1COC(=O)C1=COCCO1
x	-6%	5%	O=C(c1n[nH]c2ccccc12)N1CCN(S(=O)(=O)c2ccc(Cl)cc2)CC1
-3%	0%	0%	Cc1ncc([N+](=O)[O-])n1CCOC(=O)c1ccc(Br)cc1
-8%	-9%	-18%	Nc1ccc(C(=O)N/N=C/c2cccc(Oc3ccccc3)c2)cc1
x	-1%	5%	CNC[C@H]1Oc2ccc(NC(=O)Nc3ccc(OC)cc3)cc2C(=O)N([C@@H](C)CO)C[C@H]1C
-2%	1%	-15%	CC1CCCN(C(=O)CCNC(=O)Cn2cnc3ccccc3c2=O)C1 (stereo not drawn)
6%	2%	1%	c1ccc(OCc2cc(-c3ccccc3)no2)cc1
x	0%	u	Cc1sc2ncnc(SCC(=O)Nc3cccc(S(N)(=O)=O)c3)c2c1C
x	-26%	1%	CCOc1c(Br)cc(C2CC(=O)Nc3cc4c(cc32)OCO4)cc1OC (stereo not drawn)
4%	1%	-4%	COCCN(C(=O)COC(=O)c1nc(Cl)ccc1Cl)c1c(N)n(Cc2ccccc2)c(=O)[nH]c1=O
4%	-7%	4%	Cc1occc1-c1nnc(SCC(=O)N2CCOCC2)n1Cc1ccco1
1%	-25%	0%	COC(=O)CSc1ncccc1-c1nc2ccccc2[nH]1
1%	-1%	0%	Cn1cc(/C=C2\SC(=S)N(NC(=O)c3ccccc3)C2=O)c2ccccc21
0%	0%	0%	CCOC(=O)C(NC(=O)CC)(Nc1ccccc1)C(F)(F)F (stereo not drawn)
-2%	-3%	-2%	Cc1ccccc1Cn1c(C)nc2ccccc21

Reprinted from the part before: two entries; new compounds follow.
N370S GC mod	KAT2A inh	FEN1 inh	molecule
0%	0%	0%	CCOC(=O)C(NC(=O)CC)(Nc1ccccc1)C(F)(F)F (stereo not drawn)
-2%	-3%	-2%	Cc1ccccc1Cn1c(C)nc2ccccc21
x	-2%	-9%	COc1ccc(-c2cc(C(F)F)n3ncc(C(=O)Nc4cc(OC)ccc4OC)c3n2)cc1
13%	-3%&2%	0%&11%	CCOC(=O)C1CCCN(C(=O)c2ccc3c(c2)N(Cc2ccccc2)C(=O)c2ccccc2S3=O)C1 (stereo not drawn)
16%	-2%	2%	COC(=O)c1oc(-c2ccc(Cl)cc2)nc1C
x	1%	1%	O=C(/C=C/c1ccccc1[N+](=O)[O-])OCC(=O)N1CCCC1
7%	2%	-3%	Nc1nc(Nc2ccc(Cl)cc2Cl)nc(C(F)(F)F)n1
4%	-2%	0%	Cc1cc(C)n(C(=O)C(C)N2C(=O)c3ccccc3C2=O)n1 (stereo not drawn)
0%	-17%[0.501 µM]	4%	Nn1c(SCC(=O)Nc2ccc3c(c2)OCO3)nnc1-c1ccccc1
x	-1%	-1%	Cc1ccc(NC(=O)C(=O)NCC(c2cccnc2)N2CCOCC2)cc1 (stereo not drawn)
5%	1%	x	CCCCNc1n[n+](C)c(-c2cccc(C)c2)s1
-3%	-1%	8%	Cc1cc(=O)c2cc(NC(=O)c3ccccc3Cl)ccc2[nH]1
-3%	-6%	0%	CCCNc1nc(N)nc(-c2cc(Cl)ccc2OC)n1
12%	1%	-7%	CC(C)Sc1cc(N2CCCC2)nc(-c2ccccc2Cl)n1
21%	3%	-2%	Cc1cc(-c2n[nH]c(=S)n2-c2ccc(C)c(C)c2)no1
-19%	15%	-5%	CC1(C)CN(c2ccsc2C(=O)O)C1=O
-1%	0%	-1%	Cc1cc(S(=O)(=O)N2CCN(c3c(C)cccc3C)CC2)ccc1F
3%	-3%	-8%	CCn1c(=O)c2c(nc(SCC(=O)N3CCCC(C)C3)n2C)n(C)c1=O (stereo not drawn)
-11%	8%	2%	CC1CN(C(=S)Nc2cccc(F)c2)CC(C)O1 (stereo not drawn)
x	u	4%	COc1ccc(N2Cc3cccc(C(=O)Nc4cccc(F)c4)c3C2=O)cc1
-2%	-7%&10%	3%&17%	COc1ccc(Cn2c(=O)[nH]c3cc(C(=O)N4CCN(c5ccccc5)CC4)ccc3c2=O)cc1
-2%	-24%	-3%	c1ccc2c(c1)c1cccc3ccc4cccc2c4c31

Other results follow:
N370S GC mod	KAT2A inh	FEN1 inh	molecule
-4%	-7%	3%	CCn1c(SCC(=O)NC2CCCCC2)nnc1-c1ccccc1F
5%	1%	13%	Cn1c(COc2ccccc2)nnc1SCc1nc2ccccc2[nH]1
2%	-4%	-7%	O=C(NC1CCN(C(=O)NCc2ccccc2)CC1)c1ccccc1
x	3%	-14%	O=C(O)CCC(=O)Nc1ccc(-c2csc(Nc3cccc4ccccc34)n2)cc1
4%	-6%	-5%	Cc1cc(N)n(-c2ncnc3scc(-c4ccccc4)c23)n1
11%	-21%	-2%	CC(C)CC(=O)Nc1ccc2oc(-c3ccncc3)nc2c1
x	-7%	-1%	O=C(CN1C(=O)NC(c2ccccc2)(c2ccccc2)C1=O)NC1CCCCC1
-2%	-3%	7%	CC1Nc2ccccc2C(=O)N1NC(=O)c1ccc(Br)cc1 (stereo not drawn)
6%	0%	0%	N/C(=N\OC(=O)CCCCCN1C(=O)c2ccccc2C1=O)c1ccccn1
-2%	-19%	u	CC(=O)NCc1ccc2[nH]c(C)cc2c1
-1%	-4%	13%	O=c1[nH]c(CSc2nc3ccccc3s2)nc2ccccc12
18%	2%	-12%	O=C(Nc1cc(C(F)(F)F)ccc1N1CCOCC1)c1ccc(F)cc1
5%	-4%	18%	Cn1c(CNC(=O)c2ccccc2F)nnc1SCC(=O)Nc1nnc(C2CC2)s1
5%	3%	2%	COc1ccccc1NC(=S)NNC(=O)c1ccc(Cl)cc1Cl
-7%	-11%	-18%	CCc1cc2c(=O)c(-c3nc4ccccc4[nH]3)coc2c(CN2CCCCC2C)c1O (stereo not drawn)
x	-21%	-8%	COCCn1c(C)cc(O)c(C(c2ccccc2)N2CCN(c3ccccc3)CC2)c1=O (stereo not drawn)
-9%	-11%	-4%	O=C(NC(=S)Nc1cccc2c(O)cccc12)c1ccccc1[N+](=O)[O-]

Reprinted at random: 3 entries already listed
N370S GC mod	KAT2A inh	FEN1 inh	molecule
1%	-25%	0%	COC(=O)CSc1ncccc1-c1nc2ccccc2[nH]1
x	-26%	1%	CCOc1c(Br)cc(C2CC(=O)Nc3cc4c(cc32)OCO4)cc1OC (stereo not drawn)
x	u	4%	COc1ccc(N2Cc3cccc(C(=O)Nc4cccc(F)c4)c3C2=O)cc1

Arranged by count of non-hydrogen atoms (highest first): some entries from above
N370S GC mod	KAT2A inh	FEN1 inh	molecule
x	-7%	-1%	O=C(CN1C(=O)NC(c2ccccc2)(c2ccccc2)C1=O)NC1CCCCC1
2%	-4%	-7%	O=C(NC1CCN(C(=O)NCc2ccccc2)CC1)c1ccccc1
-2%	-3%	7%	CC1Nc2ccccc2C(=O)N1NC(=O)c1ccc(Br)cc1 (stereo not drawn)
-2%	-19%	u	CC(=O)NCc1ccc2[nH]c(C)cc2c1

Hits appear at their usual frequency (roughly 0.54% active in at least one column).
